High-throughput results deposited in PubChem BioAssay by The Scripps Research Institute Molecular Screening Center.
M1 antag: human M1 muscarinic receptor antagonists, primary screen, CHO-K1 cells, Fluo-8 calcium fluorescence, 1536-well | CHO-K1 hM1, ACh EC80 antagonist | inhibition, % at 3 µM | actives 1.3% (n = 360,000) | AID 588852, 2011;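 active = percent inhibition above its own plate's cutoff, namely the mean of that plate's compound wells plus 3 SD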;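 also: peak over basal fluorescence ratio during 140 s after agonist addition; 0% = ACh EC80 plus DMSO and 100% = DMSO alone without agonist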
M1 PAM: human M1 muscarinic receptor positive allosteric modulators, primary screen, CHO-K1 cells, Fluo-8 calcium fluorescence, 1536-well. CHO-K1 hM1, ACh EC20; 0% = ACh EC20, 100% = maximal ACh. activation, % at 3 µM. actives 0.088% (n = 360,000). AID 588819, 2011; in the data active = activation above about 19%, passing the limit was not always enough
CHRM5 agonist: human M5 muscarinic receptor agonists, primary screen, CHO-K1 cells, Fluo-8 calcium fluorescence | activation, % at 3 µM | CHO-K1 hM5 cells; 0% DMSO wells, 100% maximal acetylcholine response | Muscarinic acetylcholine receptor M5 (Homo sapiens), P08912 | actives 0.19% (n = 360,000);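 active = activation above the run's mean over test compounds plus 3 SD, cut at about 23% in these data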;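 also: signal is peak over basal fluorescence ratio across the kinetic read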
M4 antag: human M4 muscarinic receptor antagonists, primary screen, CHO cells, Fluo-8 calcium fluorescence; actives 0.73% (n = 360,000); CHO-hM4 cells, ACh EC80; Muscarinic acetylcholine receptor M4 (Homo sapiens), P08173; inhibition, % at 3 µM;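 active = inhibition above its plate's cutoff, the mean inhibition of sample wells plus 3 SD, cut at about 27% in these data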;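 also: 0% = acetylcholine EC80 with DMSO and 100% = DMSO without agonist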
Target sequence (P08173 whole entry, looked up): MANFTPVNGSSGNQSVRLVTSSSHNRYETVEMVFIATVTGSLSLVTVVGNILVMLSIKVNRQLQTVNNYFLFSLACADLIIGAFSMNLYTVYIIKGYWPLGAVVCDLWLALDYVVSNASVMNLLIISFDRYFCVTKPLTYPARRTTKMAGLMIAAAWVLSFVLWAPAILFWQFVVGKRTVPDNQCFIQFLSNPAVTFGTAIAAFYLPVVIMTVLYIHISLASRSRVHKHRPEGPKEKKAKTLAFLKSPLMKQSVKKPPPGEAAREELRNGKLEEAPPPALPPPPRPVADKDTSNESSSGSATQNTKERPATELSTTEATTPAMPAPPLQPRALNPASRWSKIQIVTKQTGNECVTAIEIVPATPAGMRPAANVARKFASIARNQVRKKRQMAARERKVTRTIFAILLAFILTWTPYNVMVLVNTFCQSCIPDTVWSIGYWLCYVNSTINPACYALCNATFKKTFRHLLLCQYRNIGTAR
CHRM1 agonist: human M1 muscarinic receptor agonists, primary screen, Fluo-8 calcium fluorescence, CHO-K1 cells, HTS; CHO-K1 hM1, agonist mode; 0% DMSO, 100% acetylcholine EC100; activation, % at 3 µM; AID 588814, 2011; actives 0.33% (n = 360,000); Muscarinic acetylcholine receptor M1 (Homo sapiens), P11229;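 active = activation above the run's mean compound activation plus 3 SD, cut at about 16% in these data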;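 also: peak over basal fluorescence ratio within a 140 s kinetic read after compound addition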
M5 PAM: human M5 muscarinic receptor positive allosteric modulators, primary screen, CHO-K1 cells, Fluo-8 calcium fluorescence. Muscarinic acetylcholine receptor M5 (Homo sapiens), P08912. CHO-K1 hM5, ACh EC20 PAM; 0% = ACh EC20, 100% = ACh EC100. activation, % at 3 µM. actives 0.3% (n = 360,000);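 active = activation above the run cutoff, the mean activation of all test compounds plus 3 SD, cut at about 18% in these data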
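Measured by: Fluo-8 calcium fluorescence; material: human M5 receptor in CHO-K1 cells; schedule: Post-acetylcholine fluorescence recording 140 s; benchmarks: low control EC20 acetylcholine (0%), high control EC100 acetylcholine (100%); read-out: Max/basal fluorescence ratio as % of EC20–EC100 ACh window; compound: single dose, 3 µM nominal final test concentration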
CHRM5 antagonist: human M5 muscarinic receptor antagonists, primary screen, CHO cells, Fluo-8 calcium fluorescence; Muscarinic acetylcholine receptor M5 (Homo sapiens), P08912; CHO-hM5 cells, ACh EC80; inhibition, % at 3 µM; actives 0.59% (n = 360,000);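 active = inhibition above a per-plate cutoff, the mean of that plate's test compounds plus 3 SD, cut at about 27% in these data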;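 also: 0% = acetylcholine EC80 with DMSO and 100% = DMSO without agonist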
M4 ag: human M4 muscarinic receptor agonists, primary screen, CHO-K1 cells, Fluo-8 calcium fluorescence | Muscarinic acetylcholine receptor M4 (Homo sapiens), P08173 | CHO-K1 hM4/Gqi5; vehicle 0%, full acetylcholine response 100% | activation, % at 3 µM | actives 0.14% (n = 360,000) | AID 624127, 2012;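 active = activation above the run mean over all test wells plus 3 SD, cut at about 32% in these data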;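 also: peak over basal fluorescence ratio per well then scaled between controls; 0% = DMSO wells and 100% = acetylcholine at EC100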
TAAR1 ag: human TAAR1 agonists, primary screen, Fluo-8 calcium fluorescence, CHO RD-HGA16 cells; Trace amine-associated receptor 1 (Homo sapiens), Q96RJ0; vehicle wells 0%, saturating PEA agonist 100%; activation, % at 3 µM; actives 0.99% (n = 360,000); AID 624467, 2012;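 active = activation above the mean activation of all test compounds in the run plus 3 SD, cut at about 38% in these data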
Target sequence (Q96RJ0 whole entry, looked up): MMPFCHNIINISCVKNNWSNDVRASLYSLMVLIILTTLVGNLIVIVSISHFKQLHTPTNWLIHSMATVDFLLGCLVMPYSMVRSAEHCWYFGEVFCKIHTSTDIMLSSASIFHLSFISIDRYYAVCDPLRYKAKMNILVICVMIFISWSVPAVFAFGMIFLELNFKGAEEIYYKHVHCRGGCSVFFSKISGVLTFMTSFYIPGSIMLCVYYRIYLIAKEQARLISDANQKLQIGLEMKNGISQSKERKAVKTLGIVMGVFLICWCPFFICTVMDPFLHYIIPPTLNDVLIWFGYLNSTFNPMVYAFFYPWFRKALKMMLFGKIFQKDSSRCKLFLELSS
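System: CHO RD-HGA16 cells carrying human TAAR1 plus Gα16; Incubation: 17-24 h seeding, 75 min 37 °C dye, 30 min RT; Measured by: Fluo-8 fluorescence, 5 s baseline then 140 s kinetic read; Control set: DMSO and PEA EC100; Replication: single well for each compound.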
Numbers without * were called inactive; & = joins results of further samples. Not all compounds are listed; rates above refer to the full screens.

Key to letters: A = M1 antag; B = M1 PAM; C = CHRM5 agonist; D = M4 antag; E = CHRM1 agonist; F = M5 PAM; G = CHRM5 antagonist; H = M4 ag; I = TAAR1 ag
> CN(C)C(CNc1ncnc2ccccc12)c1c(F)cccc1Cl (stereo unspecified)
  A: 22 | B: -24 | C: -7 | D: -2 | E: -11 | F: -10 | G: 10 | H: 3 | I: 1
> Cc1ccc(C2CC(c3ccc(F)cc3)Nc3nc(N)nn32)cc1 (stereo unspecified)
  A: -6 | B: 2 | C: 9 | D: -5 | E: 0 | F: 1 | G: 2 | H: 4 | I: 13
> COc1ccc(CC(=O)Oc2ccc(C)cc2Br)cc1OC
  A: 11 | B: -5 | C: -1 | D: 4 | E: -1 | F: -7 | G: 14 | H: 6 | I: -1
> O=C1NC(=Nc2ccc(O)cc2)S/C1=C/c1ccco1
  A: 0 | B: 9 | C: 1 | D: 2 | E: -9 | F: 3 | G: -7 | H: 1 | I: 7
> CCCCN1C(=O)c2ccc(C(=O)N(C)CC(=O)Nc3ccc(OCC)c(OCC)c3)cc2C1=O
  A: -15 | B: 7 | C: 0 | D: -5 | E: -2 | F: 0 | G: 11 | H: 5 | I: 3
> COc1ccc(NC(=O)Nc2cccc(C)n2)cc1
  A: -2 | B: 3 | C: 1 | D: -15 | E: -2 | F: -7 | G: 3 | H: 1 | I: 1
> Cc1ccnc(NS(=O)(=O)c2ccc(NC(=O)c3ccc(S(=O)(=O)N4CCCC4)cc3)cc2)n1
  A: -2 | B: 6 | C: 1 | D: -4 | E: -7 | F: 19* | G: -14 | H: 0 | I: 4
> CCOC(=O)C1=CC[C@H]2c3c(c4ccc(OC)cc4n3C)C(=O)C1N2S(=O)(=O)c1ccc(C)cc1
  A: -14 | B: 9 | C: -11 | D: 1 | E: -11 | F: 13 | G: 2 | H: 2 | I: 0
> COc1ccc(-c2cc3ccccc3cn2)cc1
  A: -4 | B: 6 | C: 2 | D: -9 | E: -3 | F: -7 | G: 11 | H: 0 | I: 7
> COc1ccc2nc(N3C(=O)/C(=C/c4ccccc4)NC3=S)sc2c1
  A: 7 | B: 2 | C: 3 | D: -3 | E: 2 | F: -11 | G: 3 | H: 11 | I: 10
> COc1ccccc1-n1c(C)cc(SC)c(C(C)=O)c1=S
  A: -38 | B: 9 | C: 0 | D: 8 | E: -3 | F: -1 | G: 0 | H: 1 | I: 7
> Oc1ccc(NCc2ccccc2OCc2ccccc2)cc1
  A: -3 | B: 11 | C: -3 | D: 8 | E: -6 | F: 1 | G: 2 | H: 0 | I: 1
> COC(=O)[C@H](Cc1c[nH]c2ccccc12)NC(=O)NCc1ccc(OC)c(OC)c1
  A: 5 | B: 3 | C: -2 | D: 1 | E: -3 | F: -1 | G: 9 | H: 5 | I: 4
> CSc1ccc(CNC(=O)C2CCC(=O)N(CCc3cccc(F)c3)C2)cc1 (stereo unspecified)
  A: -1 | B: -2 | C: -2 | D: -3 | E: 0 | F: -8 | G: 16 | H: 3 | I: 5
> COc1ccc(Oc2c(Cl)cnn(-c3ccccc3)c2=O)cc1
  A: -10 | B: -5 | C: -5 | D: -4 | E: -5 | F: 7 | G: -5 | H: 0 | I: 12
> Cc1ccc(NC(=O)C2C3CCCCC32)cc1[N+](=O)[O-] (stereo unspecified)
  A: -16 | B: 6 | C: 7 | D: -3 | E: -2 | F: 12 | G: 1 | H: -2 | I: 15
> Cc1ccc(NC(=O)CN(C)S(=O)(=O)c2ccc3c(c2)c(=O)n(C)c(=O)n3C)cc1
  A: -14 | B: 9 | C: -6 | D: 1 | E: -2 | F: -1 | G: 5 | H: 0 | I: 1
> C[C@H](N)C(=O)OCc1ccc([N+](=O)[O-])cc1
  A: -9 | B: 11 | C: 0 | D: -6 | E: -3 | F: 13 | G: -6 | H: 3 | I: 0
> COc1ccc(C2CC(c3ccccc3Cl)=NN2c2ccc(S(N)(=O)=O)cc2)cc1 (stereo unspecified)
  A: 15 | B: -6 | C: 0 | D: -3 | E: -1 | F: -2 | G: 3 | H: 1 | I: 3
> Oc1ccccc1-c1csc(-c2ccccc2)n1
  A: 6 | B: -3 | C: -1 | D: -6 | E: -5 | F: 9 | G: -7 | H: -1 | I: 9
> CCCc1nc(-c2cc3ccc(C)cc3[nH]c2=O)no1
  A: -8 | B: 9 | C: 0 | D: 8 | E: -2 | F: 4 | G: -6 | H: 1 | I: 18
> Cc1ccc(C(C(=O)NC2CCCCC2)N(CCC(C)C)C(=O)CNC(=O)c2ccco2)o1 (stereo unspecified)
  A: -22 | B: 0 | C: -2 | D: -5 | E: 1 | F: 8 | G: -7 | H: 1 | I: 15
> CC[C@H](C)Cc1cn([C@@H](CCCCNC(=O)OC(C)(C)C)C(=O)NCCCCCCCCCCC(=O)N2CCN(C(=O)OC(C)(C)C)CC2)nn1
  A: 48* | B: -28 | C: -2 | D: 28* | E: -2 | F: -21 | G: 9 | H: 25 | I: 14
> C=CCC(=O)NC1CCCc2c1cnn2-c1cc(F)cc(F)c1 (stereo unspecified)
  A: -7 | B: 3 | C: -1 | D: -4 | E: 0 | F: -2 | G: 4 | H: 1 | I: 3
> CCOc1ccc(CN2CCNC(=O)C2CC(=O)NCCCn2ccnc2)cc1 (stereo unspecified)
  A: -7 | B: 11 | C: -1 | D: 4 | E: -7 | F: -1 | G: -13 | H: 1 | I: 2
> O=C(COC(=O)/C=C/c1ccc(Cl)cc1)NC1CCS(=O)(=O)C1 (stereo unspecified)
  A: -17 | B: 8 | C: 2 | D: -6 | E: 0 | F: 0 | G: -3 | H: 2 | I: 2
> CC1CC(C)CN(C(=O)c2cc3c(=O)n4ccccc4nc3s2)C1 (stereo unspecified)
  A: 0 | B: -2 | C: -1 | D: 6 | E: -6 | F: 2 | G: 5 | H: 2 | I: 5
> Nc1nnc(Sc2ncccc2[N+](=O)[O-])s1
  A: -5 | B: 7 | C: 4 | D: 6 | E: -5 | F: 2 | G: 6 | H: 2 | I: 7
> O=C(Nc1ccc(-c2cn3ccsc3n2)cc1)C1CC1
  A: -10 | B: 0 | C: -8 | D: -15 | E: -4 | F: 6 | G: -10 | H: 1 | I: 19
> COc1ccc(Nc2nc3[nH]c(=O)cc(O)c3s2)cc1
  A: -5 | B: 6 | C: -3 | D: -6 | E: -6 | F: 2 | G: -1 | H: 0 | I: 10

Single records (already shown). Screens in order: M1 antag	M1 PAM	CHRM5 agonist	M4 antag	CHRM1 agonist	M5 PAM	CHRM5 antagonist	M4 ag	TAAR1 ag
`CCCc1nc(-c2cc3ccc(C)cc3[nH]c2=O)no1` reads -8	9	0	8	-2	4	-6	1	18
`CC[C@H](C)Cc1cn([C@@H](CCCCNC(=O)OC(C)(C)C)C(=O)NCCCCCCCCCCC(=O)N2CCN(C(=O)OC(C)(C)C)CC2)nn1` reads 48*	-28	-2	28*	-2	-21	9	25	14
`Nc1nnc(Sc2ncccc2[N+](=O)[O-])s1` reads -5	7	4	6	-5	2	6	2	7

Remaining list, next part.
Key to letters: A = M1 antag; B = M1 PAM; C = CHRM5 agonist; D = M4 antag; E = CHRM1 agonist; F = M5 PAM; G = CHRM5 antagonist; H = M4 ag; I = TAAR1 ag
> COCc1cc(C)nc(N/N=C/c2ccc(Cl)c(Cl)c2)c1C#N
  A: 3 | B: -2 | C: 0 | D: -7 | E: -2 | F: 5 | G: 1 | H: 1 | I: 0
> CC1(C)SC(=Nc2ccccc2)N(S(=O)(=O)c2ccccc2)C1=O
  A: -4 | B: 7 | C: -1 | D: -3 | E: -4 | F: 1 | G: -1 | H: 0 | I: 3
> COc1ccccc1C(=O)Nc1ccc(S(=O)(=O)Nc2cc(C)nc(C)n2)cc1
  A: 1 | B: -1 | C: 1 | D: -1 | E: -5 | F: 1 | G: 0 | H: 2 | I: 9
> CSC1=C(C#N)C(C)C2=C(CC(C)(C)CC2=O)N1 (stereo unspecified)
  A: -8 | B: -3 | C: 2 | D: 0 | E: -3 | F: -5 | G: 3 | H: 2 | I: 11
> CC1(C)CC(=O)C(N=Nc2cccc([N+](=O)[O-])c2)=C(O)C1
  A: -10 | B: 6 | C: -2 | D: 0 | E: -3 | F: -4 | G: 5 | H: 1 | I: 4
> CCOC(=O)CSc1nc2cc(S(=O)(=O)N3CCOCC3)ccc2n1CC
  A: -1 | B: 18 | C: 1 | D: 4 | E: -3 | F: -3 | G: 1 | H: 0 | I: 3
> CCCCCCSc1ccc(-c2nc3ccc(C)cn3c2NCc2ccccc2)cc1OC
  A: -4 | B: 3 | C: 1&-1 | D: 3&-10 | E: -5 | F: 4&-5 | G: -1&-2 | H: 2&-1 | I: -1
> CN(CCCC(=O)Nc1ccccc1F)S(=O)(=O)c1ccc(F)cc1
  A: 10 | B: -9 | C: 1 | D: 0 | E: -3 | F: 2 | G: 5 | H: 2 | I: -2
> C#CCNC(=O)C1=C[C@H](c2csc3ccccc23)[C@@H](CCCO)[C@H](OCC)O1
  A: 2 | B: -5 | C: -2 | D: 6 | E: -9 | F: -9 | G: 21 | H: 1 | I: 5
> COc1cc2cc(C(=O)O)n(C)c2c(OC)c1OC
  A: -12 | B: 15 | C: 4 | D: -1 | E: -3 | F: -5 | G: 2 | H: 1 | I: 2
> S=C(NCC1CCCO1)Nc1ccc(Nc2ccccc2)cc1 (stereo unspecified)
  A: 1 | B: -1 | C: 5 | D: 8 | E: -3 | F: -3 | G: 0 | H: 9 | I: 7
> COc1ccc(COC(=O)N/N=C/c2cccs2)cc1
  A: -6 | B: 2 | C: -5 | D: 6 | E: -2 | F: -1 | G: 6 | H: 0 | I: 9
> CCN(CC)S(=O)(=O)c1ccc(N2CCOCC2)c(NC(=O)CC23CC4CC(CC(Br)(C4)C2)C3)c1
  A: 3 | B: 1 | C: 1 | D: 5 | E: -4 | F: -1 | G: 1 | H: 1 | I: -1
> CC(=O)Nc1nc2c(s1)CCc1ccccc1-2
  A: 17 | B: -6 | C: -3 | D: -2 | E: -4 | F: -5 | G: 6 | H: 7 | I: -2
> O=C1NC(=S)N/C1=C/C=C/c1ccccc1
  A: -8 | B: 12 | C: -3 | D: -10 | E: -5 | F: -5 | G: 7 | H: 1 | I: 0
> COc1ccc(C)cc1NC(=O)C1CCN(C(=O)c2ccc(C(C)(C)C)cc2)CC1
  A: -4 | B: 3 | C: -2 | D: -4 | E: -7 | F: -1 | G: 10 | H: 1 | I: -3
> Cc1nc2sccc2c(=O)n1N
  A: -9 | B: 7 | C: 2 | D: -2 | E: -2 | F: -3 | G: 5 | H: 2 | I: 6
